ROC1-CUL1 inh: human ROC1-CUL1 E3 ligase inhibition | P62877+Q13616 | in vitro K48 di-Ub FRET, acceptor:donor ratio, 45 min | inhibition, % at 10 µM | actives 0.6% (n = 140,000); in the data active = inhibition above about 25%
Target sequence (P62877 whole entry, looked up): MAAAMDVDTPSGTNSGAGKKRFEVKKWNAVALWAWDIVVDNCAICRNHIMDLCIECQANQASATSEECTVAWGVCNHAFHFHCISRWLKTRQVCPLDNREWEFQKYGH
Target sequence (Q13616 whole entry, looked up): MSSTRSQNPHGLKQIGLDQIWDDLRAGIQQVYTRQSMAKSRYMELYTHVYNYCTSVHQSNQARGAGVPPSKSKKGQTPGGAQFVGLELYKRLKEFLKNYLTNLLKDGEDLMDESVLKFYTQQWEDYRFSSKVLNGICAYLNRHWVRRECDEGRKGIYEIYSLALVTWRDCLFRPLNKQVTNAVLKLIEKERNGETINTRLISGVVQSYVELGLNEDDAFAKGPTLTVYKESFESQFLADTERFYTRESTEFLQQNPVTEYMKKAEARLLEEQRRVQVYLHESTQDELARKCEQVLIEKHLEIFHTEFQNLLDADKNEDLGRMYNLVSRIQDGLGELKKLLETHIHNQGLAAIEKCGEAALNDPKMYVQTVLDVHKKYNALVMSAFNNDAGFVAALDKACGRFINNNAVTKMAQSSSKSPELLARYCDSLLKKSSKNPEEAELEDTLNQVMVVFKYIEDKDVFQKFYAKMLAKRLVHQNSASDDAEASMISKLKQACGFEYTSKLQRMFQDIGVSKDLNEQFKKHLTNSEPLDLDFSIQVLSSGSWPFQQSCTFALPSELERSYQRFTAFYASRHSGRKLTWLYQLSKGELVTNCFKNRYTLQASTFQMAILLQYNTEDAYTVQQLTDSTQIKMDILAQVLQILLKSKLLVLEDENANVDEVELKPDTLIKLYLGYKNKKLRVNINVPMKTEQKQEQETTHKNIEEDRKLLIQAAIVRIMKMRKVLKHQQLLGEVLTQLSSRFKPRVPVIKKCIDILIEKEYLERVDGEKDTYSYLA
Active calls of the source: *. An excerpt, so the mix of outcomes need not match the whole.

SMILES	ROC1-CUL1 inh
CCC1C(N2CCC(C(=O)N3CCCCC3)CC2)NS(=O)(=O)C1c1ccc(C)cc1 (stereo not given)	-0.2
CC(C)Oc1ccc(N2CC(C(=O)N3CCCCC3)CC2=O)cc1 (stereo not given)	0.0
CC(C)=CCC/C(C)=C/C=N/NC(=O)c1cccc([N+](=O)[O-])c1	6.7
CCC(=O)N1CCCc2cc(S(=O)(=O)N3CCC(C(=O)NC4CCC(C)CC4)CC3)ccc21 (stereo not given)	-9.4
COc1ccc(-c2nc(CS(=O)CC(=O)NCc3ccccc3OC)c(C)o2)cc1 (stereo not given)	-1.9
COc1ccc(C2CC(c3ccc(Br)cc3Br)=NN2C(C)=O)cc1 (stereo not given)	-6.2
CCOc1ccc(-c2nc3cc(NC(=O)c4cccc(OC)c4)ccc3o2)cc1	-1.0
CC(C)(C)C(=O)Nc1ccccc1C(=O)Nc1ccc(F)cc1	3.0
CCCn1c(C)c(CC(=O)NC(C)c2n[nH]c(C)n2)c2c1CC(C)(C)CC2=O (stereo not given)	8.1
CCC(Oc1ccccc1F)C(=O)N1CCC(C(N)=O)CC1 (stereo not given)	5.2
CC(C)Nc1nc(-c2ccccc2)nc2ccccc12	0.6
CCC1CCCCN1C(=O)c1cc2cc(Br)cc(Br)c2oc1=O (stereo not given)	-2.7
COc1ccc(C2=CSC3=NCCN23)cc1Br	-8.1
O=C(COc1ccccc1F)N1CCN(c2cccc(Cl)c2)CC1	-10.7
CCOc1ccc(CN2CCc3onc(-c4cccc(F)c4)c3C2)cc1CO	-8.4
CCOc1cc(OCC)nc(S(C)(=O)=O)n1	1.2
N=C1/C(=C/c2c3ccccc3cc3ccccc23)C(=O)N=C2SC=C(c3ccccc3)N12	-7.3
O=C(N/N=C/c1cn[nH]c1-c1ccc(F)cc1)C1CC1	-0.5
Cc1ccccc1CCN1CCCC(CN(C)C(=O)CCn2cccn2)C1 (stereo not given)	-3.3
COc1ccc(OC)c(NCc2cccn2-c2nnc(N3CCCCC3)s2)c1	3.8
COc1cccc(NC(=O)Cn2c(=O)n(CCCCC(=O)NCc3ccccc3Cl)c(=O)c3ccccc32)c1	-1.7
CCN(CC)c1ncccc1CNC(=O)c1cn2cccnc2n1	-1.6
Cc1ccc(C)n1-c1ccccc1C(F)(F)F	-9.6
O=C(c1ccncc1)N(NC(=O)C(O)(c1ccccc1)c1ccccc1)c1ccccc1	-5.8
COc1cc(OC)cc(C(=O)NCC2CCCN(C(=O)c3csnn3)C2)c1 (stereo not given)	0.5
Cc1ccc(NC(=O)NC(C)c2c(-n3cccc3)sc(C)c2C)cc1F (stereo not given)	18.1
Cc1cc(NC(=O)CN2CCN(C(=O)c3ccoc3)CC2)c2ccccc2n1	-3.4
COc1cccc(N2C(=O)CSC23C(=O)N(Cc2ccccc2F)c2ccccc23)c1 (stereo not given)	4.1
CCc1ccc(CNc2nn[nH]n2)cc1	1.5
CCN(CC)C(=O)c1cc(-c2ccccn2)nc2ccccc12	-14.5
O=C1C(=C2SCCS2)C(=O)C(=C2SCCS2)C(=O)C1=C1SCCS1	-9.1
O=C(Cn1cc(SCc2cccc(F)c2)c2ccccc21)N1CCOCC1	-6.9
CCOC(=O)c1c(NC(=O)c2nn3c(c2Cl)NC(c2ccc(Br)cc2)CC3C(F)(F)F)sc2c1CCCC2 (stereo not given)	-9.6
COc1ccccc1S(=O)(=O)Cc1ccc(C(=O)N2CCN(c3cc(Cl)ccc3C)CC2)o1	-4.0
CC(C)(C)n1cccc(/C=N/NC(N)=S)c1=S	2.4
CCOC(=O)N1CCN(Cc2ccc3c(c2)CN(C(=O)c2scc4c2OCCO4)CCO3)CC1	3.8
CCC(CC)NC(=O)C1CCN(C(=O)c2ccccc2F)CC1	-0.5
CC(C)CN(CC(C)C)c1ncnc2ccccc12	12.1
CN(C)C1(C(=O)N2CCC(O)(c3ccccn3)CC2)Cc2ccccc2C1	0.5
O=C1SC(SCc2ccccc2Cl)=N/C1=C\c1ccc(Br)o1	-1.8
COCCOc1cnn(-c2nc(OC)cc(OC)n2)c(=O)c1Cl	2.9
CC(=O)c1nn(-c2cccc(Br)c2)cc1C(=O)c1cccc2ccccc12	-5.2
O=C(c1cc(F)cc(F)c1)N1CCC(c2nc(-c3ccc(S(=O)(=O)N4CCCC4)cc3)no2)CC1	-2.2
COc1ccc(/C=C2\CCC/C(=C\c3ccc(OC)cc3)C2=O)cc1	-6.0
COc1ccc(NC(=O)COc2nc(N(C)C)nc(N(C)C)n2)cc1	2.0
O=C(NCCCN1CCN(c2cccc(Cl)c2)CC1)c1ccc2nc(Cc3ccccc3)oc2c1	-5.9
COc1ccc(NC(=O)c2ccc(Cl)c([N+](=O)[O-])c2)cc1	-2.3
CC(=O)n1cc(/C=C/C(=O)O)c2ccccc21	0.2
Cc1ccccc1Nc1c(-c2cccc(Cl)c2)nc2ncccn12	-11.8
CN(C)c1ccc(NC(=O)COc2ccc(Cl)cc2)cc1	3.7

The list goes on.
SMILES	ROC1-CUL1 inh
COc1cccc(-c2cc(C(=O)N/N=C/c3cccc(O)c3)[nH]n2)c1	0.9
O=C(NCCC1=CCCCC1)C1CC12CCN(C(=O)C1(c3ccc(Cl)cc3)CCC1)CC2 (stereo not given)	1.8
Cc1ccc(NS(=O)(=O)c2ccc3c4c(cccc24)C(=O)N3)cc1	-3.8
COc1ccc(C=C2C(=O)c3ccccc3C2=O)c(C)c1	-8.3
COc1ccccc1NC(=O)CSc1nnc(-c2cccc(NC(C)=O)c2)n1C	1.5
O=C1CC(N2CCC3(CC2)OCCO3)C(=O)N1c1ccccc1 (stereo not given)	2.6
CCCNc1nc2c(c(=O)n(C)c(=O)n2C)n1Cc1ccccc1	6.3
CNCCOc1ccccc1-c1ccccc1	-22.4
Cc1ccc2occ(CC(=O)N(Cc3ccc(Cl)cc3)C3CCS(=O)(=O)C3)c2c1 (stereo not given)	-0.7
COc1ccc(CCNC(=O)CC(c2ccccc2)c2ccccc2)cc1OC	-3.8

The list goes on; it opens with the 6 that closed the last part.
SMILES	ROC1-CUL1 inh
COc1ccccc1NC(=O)CSc1nnc(-c2cccc(NC(C)=O)c2)n1C	1.5
O=C1CC(N2CCC3(CC2)OCCO3)C(=O)N1c1ccccc1 (stereo not given)	2.6
CCCNc1nc2c(c(=O)n(C)c(=O)n2C)n1Cc1ccccc1	6.3
CNCCOc1ccccc1-c1ccccc1	-22.4
Cc1ccc2occ(CC(=O)N(Cc3ccc(Cl)cc3)C3CCS(=O)(=O)C3)c2c1 (stereo not given)	-0.7
COc1ccc(CCNC(=O)CC(c2ccccc2)c2ccccc2)cc1OC	-3.8
O=C(Nc1ccc2nn(-c3ccccc3)nc2c1)c1ccc([N+](=O)[O-])o1	8.7
COc1c(OCC(O)C(C)(C)O)ccc2c(=O)c3ccoc3n(C)c12 (stereo not given)	-8.6
C=CCn1c(=S)[nH]c2cc(C(=O)O)ccc2c1=O	8.4
COc1cccc(NC(=O)c2c(C)noc2C)c1	7.7
CC1(C)CC(=O)C2=C(C1)N(c1ccccc1)C(=O)C2(NC(=O)c1ccccc1)C(F)(F)F (stereo not given)	1.0
COc1ccc(C2CC(=O)C3C(=Nc4ccccc4NC3c3ccc(OC(F)(F)F)cc3)C2)cc1OC (stereo not given)	-6.3
N#C/C(=N/O)C(=O)NC(=O)c1ccccc1	-1.0
Cc1cc(C)c(C2C(=O)N=C(c3ccccc3)C(C(=O)c3ccccc3)C2=O)c(C)c1 (stereo not given)	4.0
O=C1NC(=S)N(c2ccc(Cl)cc2Cl)C(=O)/C1=C/c1cc(-c2ccccc2)n(-c2ccccc2)c1-c1ccccc1	-7.4
CCOC(=O)c1ccc(-n2c(C)cc(/C=C3\SC(=Nc4ccc(Cl)cc4)NC3=O)c2C)cc1	1.1
COc1ccc(NC(=O)Cn2c(=O)n(Cc3ccccc3OC)c(=O)c3cccnc32)cc1Cl	5.2
COc1cc(OC)c(OC)cc1CN1CCc2nc(Nc3ccc4c(c3)OCCO4)ncc2C1	-9.1
N=C1/C(=C/c2ccc(-c3ccc(F)cc3)o2)C(=O)N=C2SC(C(F)(F)F)=NN12	93.2*
COc1ccc(C(=O)NCCn2cc(SCc3ccc(C(F)(F)F)cc3)c3ccccc32)cc1OC	-1.7
O=C(NCCCc1nc2ccccc2n1Cc1ccc(Cl)cc1Cl)c1ccco1	-4.9
CCOC(=O)C1(Cc2cccc(OC)c2)CCCN(C(=O)c2cccnc2)C1 (stereo not given)	0.2
C#CCOc1ccc(/C=C2\SC(=Nc3ccc(C(=O)OCC)cc3)N(C)C2=O)cc1Cl	-0.7
CC(=O)N1CCc2c(sc3c2c(=O)n(-c2ccccc2C)c(=O)n3CC(=O)Nc2ccccc2)C1	2.9
CC1CCN(S(=O)(=O)c2ccc(NC(=O)c3ccccc3Cl)cc2)CC1	-3.2
Cc1cc(C(=O)N(CCc2ccccc2)CC2CCCN(C)C2)nc(C)n1 (stereo not given)	-3.2

Ordered by value in ROC1-CUL1 inh (highest first): 5 from the list above.
SMILES	ROC1-CUL1 inh
Cc1cc(C)c(C2C(=O)N=C(c3ccccc3)C(C(=O)c3ccccc3)C2=O)c(C)c1 (stereo not given)	4.0
COc1cc(OC)cc(C(=O)NCC2CCCN(C(=O)c3csnn3)C2)c1 (stereo not given)	0.5
Cc1cc(NC(=O)CN2CCN(C(=O)c3ccoc3)CC2)c2ccccc2n1	-3.4
O=C(NCCCN1CCN(c2cccc(Cl)c2)CC1)c1ccc2nc(Cc3ccccc3)oc2c1	-5.9
O=C(Cn1cc(SCc2cccc(F)c2)c2ccccc21)N1CCOCC1	-6.9

Further results:
SMILES	ROC1-CUL1 inh
CCS/C(=N\Nc1ccccc1Cl)C(C)=O	-5.2
COc1ccc2nc(Cl)c(-c3nnc4c(Cl)nc5ccccc5n34)cc2c1	-9.4
O=C(c1scc2c1OCCO2)N1CCOC(CCc2ccccc2)C1 (stereo not given)	6.8
CN(C)CCCN1C(=O)c2cccc3c([N+](=O)[O-])ccc(c23)C1=O	1.5
CCOC(=O)c1cnc2ccc(OC)cc2c1NCCc1nc2ccccc2n1-c1c(C(=O)OCC)cnc2ccc(OC)cc12	-0.1
CCCCOc1cccc(NC(=O)c2cccc(C(=O)Nc3cccc(OCCCC)c3)c2)c1	-1.2
COc1cccc(C(=S)NCCO)c1	7.5
Cc1ccc(C)c(N2CCN(C(=O)Cn3nc(Cc4cccnc4)c4ccccc4c3=O)CC2)c1	4.5
O=C(c1csc2c1CCCC2)N1CCN(c2ccc(F)cc2)CC1	-13.7
CCOC(=O)c1c(-c2ccc3ccccc3c2)csc1NC(=O)c1cc(Cl)ccc1Cl	-0.9
O=C(O)c1ccccc1Sc1ccc(N2CCCC2)cc1	2.8
CCN(Cc1nccn1C)C(=O)c1ccc(N2CCCN(C)CC2)nc1	-5.5
CCOc1nc2c(c(-c3ccco3)c1C#N)CCc1ccccc1-2	-1.4
Fc1ccccc1N1CCN(c2nc3ccccc3c3nc(-c4ccccc4)nn23)CC1	-5.5
CC(NC(=O)CN(C1CCCCC1)S(C)(=O)=O)c1ccccc1 (stereo not given)	-7.9
Cc1ccc(NC(=O)Cc2cccs2)c(O)c1	-3.6
Cc1c(Br)ccc(NC(=O)CSc2nnc(Cc3ccccc3)n2C)c1C	13.7
O=C(Cc1c[nH]c2ccccc12)N1CCCC(CO)(CCOc2ccccc2)C1 (stereo not given)	0.9
COc1ccc(NCc2cc3cc4c(cc3n(CC(=O)Nc3ccccc3)c2=O)OCO4)cc1	0.9
COc1cc(OC)c(C(=O)Nc2c(C)cc(C)cc2C)cc1OC	8.3
Cc1ccc2oc(-c3cccc(NC(=O)c4cccc5c(Br)cccc45)c3)nc2c1	6.1
O=C(NCCc1ccccc1)c1ccc(-c2ccc(Cl)c(Cl)c2)o1	0.5
CCc1ccc(OCC(=O)NNC(=O)CSc2nc(N)cc(N)n2)cc1	-4.6
CC(=O)C1=NN(c2ccc(Cl)cc2)C(c2cccc(Br)c2)NN1C (stereo not given)	-2.0
Cc1nc(SCCC(C)C)[nH]c(=O)c1CCC(C)C	3.0
O=C(N/N=C/c1ccc(Cl)s1)c1ccc(-n2cccc2)cc1	6.9
Cn1c(=O)c2ncn(CN3CCCCCC3=O)c2n(C)c1=O	-1.5
COc1ccc(-c2cc(-c3ccccc3)c3c(N)c(C(N)=O)sc3n2)cc1	2.0
O=C(c1cc(S(=O)(=O)N2CCCCC2)c(Cl)cc1Cl)N1CCCCC1	-2.6
COc1ccccc1-c1nnc2sc(-c3cc(OC)c(OC)c(OC)c3)nn12	0.5
Nn1c(SCc2ccc(Cl)cc2)nnc1-c1ccc(F)cc1	6.6
COCCCNC(=O)COc1ccc(Cl)cc1Cl	-3.3
N#Cc1c(N)nc(SCC(=O)Nc2ccc(Br)cc2Br)c(C#N)c1-c1cccs1	-5.8
CCc1cccc(NC(=O)c2nnn(Cc3ccc(SC)cc3)c2N)c1	-2.5
COc1ccc(C)cc1NS(=O)(=O)c1ccc2c(c1)n(C)c(=O)n2C	-2.6
O=C(Nc1cc(Cl)c(O)c(Cl)c1)c1ccccc1F	3.8
CCOc1ccc(CCNC(=O)c2cc3c(-c4ccccc4F)nn(C)c3s2)cc1OCC	2.1
CCc1cc2c(Sc3nc4ccccc4s3)ncnc2s1	-6.1
N#Cc1cnc2ncnn2c1-c1cccs1	0.3
Cc1ccc(C2C(C)C(N3CCC(C(=O)N4CCC(C)CC4)CC3)NS2(=O)=O)cc1C (stereo not given)	-6.8
Cc1ccc(CNC(=O)CN(c2ccc(C(C)C)cc2)S(=O)(=O)c2c(C)n[nH]c2C)cc1	5.3
N#CC1C(=N)OC2=C(C(=O)CC(c3ccccc3)C2)C1c1ccc(-c2ccccc2)cc1 (stereo not given)	-3.1
O=C1CC(=NCC2CCCO2)C(=O)CC(c2ccccc2)C1 (stereo not given)	-4.9
COc1ccc2oc(=O)cc(CN3CCN(c4ccccc4F)CC3)c2c1	-16.3
COc1ccc(CC(=O)NNC(=O)CCC(=O)Nc2cccc(Cl)c2C)cc1	-3.1
S=c1cc(-c2ccccc2)sc2ccccc12	8.8
CCCCCC1CCC(c2ccc(OC)cc2F)=CC1=O (stereo not given)	-6.6
CCOC(=O)C1C(=N)Oc2c(ccc3ccccc23)C1c1ccccc1OC (stereo not given)	-6.1
C=C1CCC2C(C)(C)CCC[C@]2(C)[C@H]1CCSc1nnc(-c2ccc(OC)cc2)o1 (stereo not given in full)	-7.4

From PubChem
